HDAC3 inh – blocks human histone deacetylase 3 | O15379 | recombinant HDAC3, fluorogenic peptide/trypsin coupled, fluorescence | inhibition, % at 8.3 µM | 320,000 tested, 0.15% active; in the data active = inhibition above about 26%, passing the limit was not always enough
Target sequence (O15379 whole entry, looked up): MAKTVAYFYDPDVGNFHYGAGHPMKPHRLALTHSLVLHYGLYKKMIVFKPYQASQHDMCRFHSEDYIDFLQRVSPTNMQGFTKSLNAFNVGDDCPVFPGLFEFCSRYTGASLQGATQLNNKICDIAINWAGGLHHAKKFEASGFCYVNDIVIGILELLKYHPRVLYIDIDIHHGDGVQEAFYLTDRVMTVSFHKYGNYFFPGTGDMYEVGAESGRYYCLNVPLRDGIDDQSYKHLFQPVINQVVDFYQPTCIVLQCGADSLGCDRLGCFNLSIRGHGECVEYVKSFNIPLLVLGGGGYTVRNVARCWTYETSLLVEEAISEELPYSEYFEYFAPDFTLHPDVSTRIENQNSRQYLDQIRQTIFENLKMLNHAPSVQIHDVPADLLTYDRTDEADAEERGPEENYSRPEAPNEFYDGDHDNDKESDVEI
TRPC4 potent – allosteric potentiators of mouse TRPC4 channel. 310,000 tested, 0.42% active. AID 2227. B-score at 10 µM. Q9QUQ5. HEK293 TRPC4beta/mu-opioid, DAMGO EC20, Fluo-4 Ca2+ flux; stronger effect = higher value;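 active = B-score of calcium response area above 5 SD of library B-scores, with initial fluorescence ratio within 5 SD of library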;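 note: B-score of integrated fluorescence ratio over time as area under calcium response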
hERG protect – shields human hERG channel from block by proarrhythmic agents; CHO-hERG, FluxOR thallium flux, dofetilide IC70 present; 310,000 tested, 0.51% active; activation (rescue from dofetilide block), less the hit threshold, % at 10 µM; Q12809;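 active = activation above the mean of controls blocked by dofetilide plus 5 SD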;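 note: thallium influx through hERG after potassium depolarization seen as dye fluorescence rise; in these data hits start at about 4.7%; inactives centre near -7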
TRPC4 agonist – activators of mouse TRPC4 channel. HEK293 TRPC4beta/mu-opioid, Fluo4 calcium fluorescence; stronger effect = higher value. B-score at 10 µM. 310,000 tested, 0.49% active. AID 2237;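 active = B-score above 5 SD of library B-scores, and initial fluorescence ratio not above library mean plus 5 SD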;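 note: positive B-score marks a calcium rise read as TRPC4 activation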
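System: HEK293 cells stably co-expressing mouse TRPC4beta and mu-opioid receptor; Schedule: Fluo4 dye loading 45 min at room temperature, 110 s recording; Detection: Fluo4 fluorescence, kinetic; Evaluation: B-scored integrated calcium fluorescence ratio; Controls: buffer (low) and maximal DAMGO (high).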
KCNK9 block – inhibitors of human KCNK9 two-pore domain potassium channel. Q9NPC2. HEK293 KCNK9, FluxOR thallium flux fluorescence; stronger effect = lower value. B-score at 10 µM. 310,000 tested, 1.2% active;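 active = ratio B-score over 3 SD below the library mean, with starting fluorescence within 5 SD of its mean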;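 note: negative B-score means less thallium flux so channel inhibition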
Target sequence (Q9NPC2 whole entry, looked up, the tested form may be a part): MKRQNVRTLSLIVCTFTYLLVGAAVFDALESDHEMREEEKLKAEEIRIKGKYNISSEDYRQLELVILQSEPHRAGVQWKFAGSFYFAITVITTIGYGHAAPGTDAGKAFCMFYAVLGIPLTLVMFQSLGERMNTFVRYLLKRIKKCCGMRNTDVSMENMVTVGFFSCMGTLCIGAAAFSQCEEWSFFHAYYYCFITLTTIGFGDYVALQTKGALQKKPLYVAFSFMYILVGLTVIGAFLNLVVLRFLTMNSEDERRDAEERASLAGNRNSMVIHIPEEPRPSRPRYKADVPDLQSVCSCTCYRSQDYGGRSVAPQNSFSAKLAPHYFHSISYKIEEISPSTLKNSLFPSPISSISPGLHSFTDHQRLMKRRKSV
KCNQ1 pot – potentiates or activates the human KCNQ1 potassium channel | B-score at 10 µM | P51787 | AID 2648 | CHO-K1 KCNQ1, thallium flux FluxOR fluorescence; stronger effect = higher value | 310,000 tested, 0.35% active;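 active = fluorescence ratio B-score, a plate-corrected score, at least three library SD, with initial intensity B-score within 5 SD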
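Schedule – 37 °C overnight plating, 90-min dark dye load, 20-min compound pretreatment · System – stable KCNQ1 CHO-K1 line · Probe or stimulus – thallium- and potassium-containing depolarizing buffer · Measured by – kinetic FluxOR fluorescence, 10 s baseline plus 110 s post-stimulus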
TMEM16A act – activates or potentiates the mouse TMEM16A chloride channel. B-score at 10 µM. HEK293 TMEM16A/YFP-H148Q/I152L, iodide quench fluorescence; stronger effect = lower value. 340,000 tested, 0.3% active. AID 623877. Q8BHY3;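 active = fluorescence-ratio B-score plate-corrected deviation score at least 3 library SD below zero, with starting fluorescence score within 5 deviations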;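 note: channel opened by trigger with iodide after compound preincubation; score built on the fluorescence ratio of max minus min over baseline; more negative score means more quench and so TMEM16A activation or potentiation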
KCNQ1 block – inhibitors of human KCNQ1 potassium channel; 310,000 tested, 1.3% active; B-score at 10 µM; CHO-K1 KCNQ1, FluxOR thallium flux fluorescence; stronger effect = higher value;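 active = compounds whose thallium flux B-score, printed positive for inhibition, exceeds three library SD while starting fluorescence stays within three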;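 note: channel opened by potassium depolarization with thallium stimulus after 20 min compound exposure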
TMEM16A inh – mouse TMEM16A channel inhibition, primary screen | normalized B-score (activity score, 25-100; higher = stronger inhibition) at 10 µM | 310,000 tested, 1.2% active | HEK293 TMEM16A/YFP iodide influx fluorescence, ionomycin | Q8BHY3 | AID 588511;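 active = ratio plate-corrected score three or more library SD toward inhibition, starting fluorescence score within five deviations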;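 note: score derived from kinetic fluorescence span divided by baseline fluorescence per well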
KCNK3 inh – human KCNK3 channel inhibition, primary screen. 340,000 tested, 0.84% active. B-score at 10 µM. CHO-KCNK3 thallium flux, FluxOR fluorescence; stronger effect = lower value. O14649;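 active = B-score under library mean minus 4 SD, starting fluorescence ratio at most library mean plus 5 SD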;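 note: more negative B-score means stronger inhibition of thallium flux through KCNK3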
Dyrk1A ADPGlo – Dyrk1A (rat) kinase inhibition; inhibition, % at 12.5 µM; ADP-Glo luminescence, NFATc1 peptide; AID 504441; Q63470; 310,000 tested, 0.43% active; in the data active = inhibition above about 50%;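 note: plate controls were vehicle with enzyme for no effect and no enzyme for full effect; many of its hits are not listed in these tables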
* hit, by the source's call; i = inactive; / = not tested or not shown.

SMILES	HDAC3 inh	TRPC4 potent	hERG protect	TRPC4 agonist	KCNK9 block	KCNQ1 pot	TMEM16A act	KCNQ1 block	TMEM16A inh	KCNK3 inh	Dyrk1A ADPGlo
Cc1ccc(N(C(=O)c2csnn2)C(C(=O)NC2CCCCC2)c2ccncc2)c(C)c1 (stereo not drawn)	-8	i	-6	i	i	i	i	i	i	i	-4
CC1CCCCC1NC(=O)COC(=O)COc1ccccc1Cl (stereo not drawn)	5	i	-4	i	i	i	i	i	i	i	/
COc1ccc(/C=C/C(=O)OCC(=O)NCc2ccco2)cc1OC	-1	i	-8	i	i	i	i	i	i	i	-11
COc1ccc(N2CCN(C(CNC(=O)COc3ccccc3)c3ccco3)CC2)cc1 (stereo not drawn)	1	i	-13	i	i	i	i	i	i	i	11
O=C(c1ccco1)N1CCN(S(=O)(=O)Cc2ccc(Cl)cc2)CC1	0	i	0	i	i	i	i	i	i	i	4
CCOC(=O)c1[nH]c2ccccc2c1NC(=O)CCN1CC(C)OC(C)C1 (stereo not drawn)	1	i	-9	i	i	i	i	i	i	i	3
O=C(CCCn1cncn1)N1CCCC(Nc2ccc(F)cc2)C1 (stereo not drawn)	-9	i	-5	i	i	i	i	i	i	i	-3
CCC(C)[C@H]1COCCS(=O)(=O)N1Cc1ccc(Cl)cc1Cl (stereo partly drawn)	-2	i	-6	i	i	i	i	i	i	i	6
COc1cc2c(cc1OC)CN(C(=S)Nc1ccc(C)cc1C)CC2	-1	i	0	i	i	i	i	i	i	i	0
O=C(/C=C/c1cccc(Br)c1)NC1CCN(Cc2ccccc2)CC1	-6	i	-9	i	i	i	i	i	i	i	40
N#CCCn1nnc2ccccc21	-1	i	-6	i	i	i	i	i	i	i	-9
COc1cc2c(cc1NC(=O)CSc1nc3ccccc3[nH]1)oc1ccccc12	4	i	-3	i	i	i	i	i	i	i	/
Cc1nc2ccc(NC(=O)c3ccc4ccccc4n3)cc2s1	0	i	-10	i	i	i	i	i	i	i	/
CC(C)CC(=O)NC(=S)Nc1cccc(NC(=O)c2ccccc2)c1	2	i	-8	i	i	i	i	i	i	i	-2
O=C(N/C(=C/c1cccc(Br)c1)c1nc(=S)[nH][nH]1)c1ccccc1	17	i	-11	i	i	i	i	i	i	i	18
CC(=O)c1c(C)[nH]c(C(=O)OCc2ccc([N+](=O)[O-])cc2)c1C	2	i	-8	i	i	i	i	i	i	i	-4
Cc1ccc(OCC(=O)NNC(=O)c2cc(C)[nH]n2)cc1	-4	i	-4	i	i	i	i	i	i	i	-3
CC(=O)c1ccc(N2CCN(CC(=O)Nc3ccccc3N3CCOCC3)CC2)cc1	/	i	-5	i	i	i	i	i	i	i	/
O=C(O)CN1C(=O)/C(=C\c2cc([N+](=O)[O-])ccc2OCc2ccccc2Cl)SC1=S	6	i	-5	i	i	i	i	i	i	i	-4
Cc1nn(CCC(=O)N2CCN(S(=O)(=O)c3ccccc3)CC2)c(C)c1C	0	i	-6	i	i	i	i	i	i	i	-1
COc1ccccc1NS(=O)(=O)c1cc(N/C(=N\S(=O)(=O)c2ccccc2)c2ccc(F)cc2)ccc1Cl	0	i	-7	i	i	i	i	i	i	i	-4
COCCCNc1nc(N)c([N+](=O)[O-])c(NCc2ccccc2)n1	8	i	-4	i	i	i	i	i	i	i	11
CCO[C@H]1OC(C(=O)N2CCN(Cc3ccc4c(c3)OCO4)CC2)=C[C@@H](c2ccc3c(c2)OCO3)[C@@H]1CCCO	-2	i	-15	i	i	i	i	i	i	i	-9
Cc1c(/C=C2\SC(=Nc3cccc(C(=O)O)c3)NC2=O)c2ccccc2n1C	4	i	-11	i	i	i	i	i	i	i	7
O=C(COC(=O)CSc1cccc2cccc(Cl)c12)Nc1ncc(C(F)(F)F)cc1Cl	/	i	-12	i	i	i	i	i	i	i	5
The results go on.
SMILES	HDAC3 inh	TRPC4 potent	hERG protect	TRPC4 agonist	KCNK9 block	KCNQ1 pot	TMEM16A act	KCNQ1 block	TMEM16A inh	KCNK3 inh	Dyrk1A ADPGlo
Cn1ncc(Br)c1C(=O)Nc1cccc(C(F)(F)F)c1	1	i	-8	i	i	i	i	i	i	i	0
CCN(CC)c1cc(C)c2ccccc2n1	2	i	-5	i	i	i	i	i	i	i	6
CCN(CCNC(=O)Cn1c(=O)sc2ccccc21)c1ccccc1	-1	i	-4	i	i	i	i	i	i	i	14
COc1ccc(-c2oc(=O)n(C)c2-c2ccc(OC)cc2)cc1	-8	i	-5	i	i	i	i	i	i	i	20
COc1ccc(C(=O)NC(=S)NNC(=O)[C@H]2C[C@@H]2c2ccccc2)cc1OC	6	i	-7	i	i	i	i	i	i	i	/
CC1Cc2ccccc2N1C(=O)CSc1nnc2c(n1)[nH]c1ccccc12 (stereo not drawn)	3	i	-6	i	i	i	i	i	i	i	-5
Cc1ccc(C(CNS(=O)(=O)c2ccc(Cl)cc2)N2CCN(C)CC2)cc1 (stereo not drawn)	-6	i	-15	i	i	i	i	i	i	i	4
Cc1cccc(CSCCNC(=O)c2ccc(CN3CCOCC3)cc2)c1	-3	i	-6	i	i	i	i	i	i	i	-3
COc1ccc(NC(=O)c2c(C)oc3c2CCCC3)cc1	4	i	-5	i	i	i	i	i	i	i	-5
Cc1ccccc1C(=O)O/N=C(\c1ccccc1)c1ccccn1	15	i	-11	i	i	i	i	i	i	i	-3
Cc1cccc(N(CC(=O)NC2CCCC2)C(=O)CS(=O)CC(=O)Nc2ccc3c(c2)OCO3)c1C (stereo not drawn)	-4	i	-8	i	i	i	i	i	i	i	2
COc1ccc(CNC(=O)CN(c2cc(C)cc(C)c2)S(=O)(=O)c2c(C)[nH]c(=O)[nH]c2=O)cc1	-1	i	-7	i	i	i	i	i	i	i	-6
O=C(c1ccc(F)cc1)N1CCN(Cc2ccccc2)CC1	-4	i	-7	i	i	i	i	i	i	i	0
CCOc1ccc(N2C(=O)Nc3ccccc3C2(O)C(=O)NCc2ccc(OC)cc2)cc1 (stereo not drawn)	-9	i	-6	i	i	i	i	i	i	i	/
CCN(CC(=O)Nc1ccc(OC)cc1)CC(=O)Nc1ccc(Cl)cc1F	4	i	7.3*	i	i	i	i	i	i	i	-5
Cc1nn(CC(=O)N2CCN(c3ccc(Cl)cc3)CC2)c(=O)c2cccn12	0	i	-5	i	i	i	i	i	i	i	4
Cn1ccnc1C(=O)c1ccc(NN)c([N+](=O)[O-])c1	2	i	-15	i	i	i	i	i	i	i	0
Cc1cccc(N2CCN(S(=O)(=O)c3c(C)[nH]c(=O)[nH]c3=O)CC2)c1C	1	i	-3	i	i	i	i	i	i	i	-2
CCOc1ccccc1N(C)C(=O)Cn1ncc2c([nH]c3ccccc32)c1=O	1	i	-9	i	i	i	i	i	i	i	-9
O=C(Oc1cc(=O)oc2c1c(=O)n1c3c(cccc23)CC1)c1ccc(F)cc1	2	i	-4	i	i	i	i	i	i	i	/
OCCCn1c(C2CCCN2c2nc(-c3ccc(F)cc3)cs2)nc2cc(Cl)c(N3CCCCC3)cc21 (stereo not drawn)	2	i	-1	i	i	i	i	i	i	i	-15
O=C(COc1ccc(F)cc1)N1CCCCCCC1	1	i	-2	i	i	i	i	i	i	i	-3
CCCNC(=O)COC(=O)c1ccc(S(=O)(=O)N2CCCCCC2)cc1	1	i	-2	i	i	i	i	i	i	i	6
O=C(Nc1ccc(N2CCOCC2)cc1)c1c(F)cccc1Cl	2	i	-7	i	i	i	i	i	i	i	2
C=CCn1c(SCC(=O)Nc2c(C)cccc2C)nnc1-c1cnccn1	-3	i	-11	i	i	i	i	i	i	i	2
Next entries:
SMILES	HDAC3 inh	TRPC4 potent	hERG protect	TRPC4 agonist	KCNK9 block	KCNQ1 pot	TMEM16A act	KCNQ1 block	TMEM16A inh	KCNK3 inh	Dyrk1A ADPGlo
O=C(N/N=C/c1cccnc1)c1cc(C2CC2)nc2ccccc12	5	i	-10	i	i	i	i	i	i	i	-3
Cc1ccc(CN2CCN(Cc3cnc(C)s3)CC2CCO)o1 (stereo not drawn)	-1	i	-6	i	i	i	i	i	i	i	0
CC(C)(C)C(=O)N(Cc1ccccc1)c1ccccn1	-2	i	-14	i	i	i	i	i	i	i	/
Cc1cc(C(=O)CSc2n[nH]c(-c3ccccc3F)n2)c(C)n1Cc1cccs1	/	i	-12	i	i	i	i	i	100*	-10*	/
C[C@@H](C(=O)NCc1ccc(S(C)(=O)=O)cc1)[C@@H]1C[C@@]1(C)[C@@H](NC(=O)OCc1ccccc1)c1ccccc1	6	/	/	/	/	/	i	/	i	i	-8
CCOC(=O)N1CCC(=NNc2ccc(S(=O)(=O)N3CCOCC3)cc2[N+](=O)[O-])CC1	-3	i	-2	i	i	i	i	i	i	i	2
O=C(COc1ccc(/C=N/NC(=O)c2cccnc2)cc1)Nc1ccccc1	4	i	-8	i	i	i	i	i	i	i	9
CC(NC(=O)c1ccccc1Cl)C1CC2CCC1C2 (stereo not drawn)	-1	i	-7	i	i	i	i	i	i	i	-2
Cc1cccc(N2CCN(C(=O)c3cc4c(=O)n(C)c5ccccc5c4n3C)CC2C)c1 (stereo not drawn)	-1	i	-21	i	i	i	/	i	i	/	/
NC(=O)C1CCCN(C(=O)CCc2nnc(C3(c4ccc(Cl)cc4)CCC3)o2)C1 (stereo not drawn)	0	i	-6	i	i	i	i	i	i	i	-1
CCc1cc(C(=O)Nc2cc(Cl)ccc2N2CCN(C)CC2)sc1C	0	i	-17	i	i	i	i	i	i	i	14
CCN(CC)C(=O)C(C(=O)c1cccc([N+](=O)[O-])c1)n1cc(Cl)ccc1=O (stereo not drawn)	-2	i	-8	i	i	i	i	i	i	i	2
CCC(C)NC(=O)C1CCCN(S(=O)(=O)c2ccc3c(c2)CC(C)N3C(C)=O)C1 (stereo not drawn)	3	i	-6	i	i	i	i	i	i	i	-4
COc1ccc(C(=O)NCC(=O)OCC(=O)NCCC2=CCCCC2)cc1	-3	i	-13	i	i	i	i	i	i	i	-3
COc1ccccc1-n1nnnc1SCC(=O)NCC1CCCO1 (stereo not drawn)	-3	i	-17	i	i	i	i	i	i	i	-11

Compound activity from PubChem BioAssay.

This is a subset (hit frequency here may not be typical).
